# Bioassay records: PubChem BioAssay, Broad Institute
# PAX8 reporter = inhibitors of PAX8 transcriptional activity in RMG-I cells. RMG-I TPO-luciferase reporter, SteadyGlo, 24 h. inhibition, % at 12.6 µM. 360,000 compounds, 1.2% hits. AID 652154;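 active = mean replicate inhibition at least 60% with every replicate also reaching 60%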;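 also: luciferase light reporting Pax8 driven TPO promoter activity; plate controls were median of neutral control wells for no effect and mitoxantrone controls for full effect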
# ARNT TACC3 PPI = disruptors of human ARNT/TACC3 interaction; 390,000 compounds, 0.66% hits; AlphaScreen His-ARNT PAS-B/GST-TACC3 binding, luminescence; TACC3 fragment carries E629A point mutation; Q9Y6A5; inhibition, % at 9.99 µM;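 active = mean inhibition of replicates at least 50% and at least half of replicates each reaching 50%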;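 also: 0% = complete ARNT plus TACC3 wells and 100% = ARNT alone without TACC3; many hits fall short of the cut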
# Active calls of the source: *.
SMILES,PAX8 reporter,ARNT TACC3 PPI
CC(C)(C)c1ccc(SCCc2cccnc2)cc1,-185,-3
CCCCOc1ccccc1N,-1,-1
CC1CCN(S(=O)(=O)c2ccc(Cl)cc2Br)CC1,5,-6
Cc1cccc(C(=O)NC(=S)NNC(=O)c2ccccc2Cl)c1,-5,17
CC(C)[C@H](NC(=O)c1ccccc1)C(=O)OCC(=O)Nc1ccc(S(=O)(=O)N2CCOCC2)cc1,-11,1
COc1ccc(C(C)=O)cc1CN(C)C,-7,-7
O=C(O)CCC(=O)Nc1ccccc1C(=O)NCCc1ccccc1,-115,-7
c1ccc2c(c1)Nc1ccncc1S2,-45,1
Cc1cccc(NC(NC(=O)Cc2ccccc2)C(Cl)(Cl)Cl)c1 (configuration not stated),29,-8
Cc1ccccc1OCC(O)Cn1c(Br)nc2c1c(=O)[nH]c(=O)n2C (configuration not stated),12,-6
CCOC(CNC(=O)CCc1c(C)nc2ncnn2c1C)OCC,7,-5
CC(=O)Nc1ccccc1/C=C/c1ccc2c(C)ccc(O)c2n1,-30,-1
N#C/C(=C\C1=C(N2CCOCC2)C(=C/c2cccc([N+](=O)[O-])c2)/CC1)C(=O)Nc1ccccc1F,-6,-4
CC1CCCCN1C(=O)Cc1ccc(F)cc1 (configuration not stated),-4,-6
Cc1cc(NO)c(C(C)C)cc1N=O,57,-2
CCOCCOC(=O)C1=C(C)N(C)C(=O)NC1c1cc(Cl)c(O)c(OC)c1 (configuration not stated),12,-3
COc1ccc(N2C(=O)/C(=C3/C=CC=CN3C)SC2=S)cc1,5,18
CCOC(=O)CSc1nnc(CNC(=O)c2ccc(OC)cc2)n1C1CCCCC1,-3,6
N#Cc1c(-c2ccccc2)[nH]c(=S)[nH]c1=O,-3,-2
O=C(NCCCNc1ccc(C(F)(F)F)cc1[N+](=O)[O-])c1ccc(F)cc1,-10,-3
Cc1ccc(-n2c(C)n[nH]c2=S)cc1C,-19,-5
CCS(=O)(=O)n1nc(-c2ccco2)nc1SC,-6,0
Cc1cc(=O)oc2ccc(OC(=O)CN3C(=O)c4cccc([N+](=O)[O-])c4C3=O)cc12,147*,-8
O=C(c1cccs1)n1nc(-c2ccc(Cl)cc2)nc1NCc1ccco1,-93,-2
C=C(C)c1cccc(C(C)(C)NC(=O)N2CCN(c3ccc(OC)cc3)CC2)c1,12,-2
Cc1ccc(-c2csc(NNC(=O)c3ccccc3)n2)cc1,-9,18
CC(C)NC(=S)NC(=O)c1ccc(-c2ccccc2)cc1,-31,-3
O=C(CSc1cccc2cccc(Cl)c12)OCC(=O)N1CCN(C(=O)c2ccco2)CC1,0,15
COc1ccc(Nc2nc(-c3c[nH]c4ccccc34)cs2)cc1,-18,-4
CCOC(=O)c1cnc(SCC(=O)Nc2ccc(NC(=O)CC)c(OC)c2)nc1N,8,-3
O=C(CSc1nnc(-c2ccco2)n1Cc1ccco1)NCc1cccs1,15,-4
COc1ccccc1C1C2=C(N=c3s/c(=C/c4cccc(OCC(=O)O)c4)c(=O)n31)c1ccccc1CC2 (configuration not stated),44,13
CC(=O)NNC(=O)c1[nH]c2ccc(Cl)cc2c1-c1ccccc1,21,-5
Cc1cccc(NCC(=O)N/N=C\c2ccccn2)c1,19,13
CC1(C)C=C(c2ccc(C=O)s2)CC(C)(C)N1C=O,-10,0
COc1cccc(N2CCN(CC(=O)Nc3ccc(SC(F)F)cc3)CC2)c1,-37,-6
COc1ccccc1N1CCN(Cc2nc(N)nc(Nc3ccc(C)cc3)n2)CC1,-2,19
Cc1cc(/C=C(/C#N)C(=O)O)c(C)n1CCC(C)C,-8,-6
COc1ccc(NC(=O)CC(C)c2ccccc2)c([N+](=O)[O-])c1 (configuration not stated),-16,8
Cc1cccc2cc(CN(Cc3ccc(F)cc3)C(=O)C(F)(F)F)c3nnnn3c12,14,23
CC(=O)Nc1ccc(S(=O)(=O)NCC(=O)OCC(=O)NCc2ccc3c(c2)OCO3)cc1,12,-1
C/C(=C\C(=O)c1ncc(C(F)(F)F)cc1Cl)N(C)C,-12,-4
CCOc1ccc2nc(SC3CC(=O)N(c4ccc(OC)cc4)C3=O)sc2c1 (configuration not stated),10,5
O=[N+]([O-])c1cnccc1Nc1ccccc1,-11,-3
CC1CCCN(c2ccc(C(=O)OCn3nnc4ccccc4c3=O)cc2[N+](=O)[O-])C1 (configuration not stated),-2,4
Cc1ccc(OCc2nnnn2-c2ccccc2)cc1,19,22
COc1ccc(C2CC(=O)C3=C(C2)Nc2ncnn2C3c2ccccc2C)cc1 (configuration not stated),-16,-11
Cc1cc(C)c(S(=O)(=O)N(CC(=O)NCc2cccnc2)C2CCCCC2)c(C)c1,1,1
CC(=O)NC(Cc1ccccc1)C(=O)NC1CCN(c2ncccc2[N+](=O)[O-])CC1 (configuration not stated),33,-6
Cc1cccc2cc(/C=N/NC(=O)c3ccccc3O)c(Cl)nc12,-7,-17
CCOC(=O)N1CCC(N2CCN(S(=O)(=O)c3ccc(C)cc3)CC2)CC1,15,-2
O=C(N/C(=C/c1cccnc1)C(=O)N1CCOCC1)c1ccco1,-14,-5
OC(CN1CCCCC1)CN1CCCCC1,3,-3
CCOC(=O)c1c(C)[nH]c(C(=O)CSc2nnc(-c3cccs3)n2Cc2ccccc2)c1C,11,-28
CCCC(=O)Nc1ccc2c(c1)c1ccccc1n2CC,-3,-7
CC(C)(CC(=O)O)CC(=O)Nc1ccc(Cl)c(Cl)c1,1,-3
CC(=O)Nc1ccc(C(=O)N(C)C(C(=O)Nc2ccc(C)cc2)c2ccccn2)cc1 (configuration not stated),8,-5
CCCCCCC(=O)Nc1c(O)c2ccccc2[nH]c1=O,1,-4
Cc1cc(C(=O)OCC(=O)NCCCN2CCCC2=O)c2ccccc2n1,-3,-31
O=S(=O)(Nc1cccc(S(=O)(=O)N2CCCC2)c1)c1cccs1,-3,-5

# Sorted by length of the SMILES (ascending): part of the list above.
SMILES,PAX8 reporter,ARNT TACC3 PPI
Cc1ccc(OCc2nnnn2-c2ccccc2)cc1,19,22
O=C(N/C(=C/c1cccnc1)C(=O)N1CCOCC1)c1ccco1,-14,-5
Cc1cc(C(=O)OCC(=O)NCCCN2CCCC2=O)c2ccccc2n1,-3,-31
CCOC(=O)N1CCC(N2CCN(S(=O)(=O)c3ccc(C)cc3)CC2)CC1,15,-2
CC(=O)Nc1ccc(C(=O)N(C)C(C(=O)Nc2ccc(C)cc2)c2ccccn2)cc1 (configuration not stated),8,-5

# Next section:
SMILES,PAX8 reporter,ARNT TACC3 PPI
O=C(CCS(=O)(=O)c1ccc(Br)s1)NC1CCCC1,-9,-7
CCC(=O)Nc1ccc(C(=O)CSc2nnc(-c3ccccc3F)n2C2CC2)cc1,5,-5
c1cnc(Oc2ccc(-c3nnco3)cc2)cn1,-6,-16
Cc1cc(NS(=O)(=O)c2ccc(NC(=S)Nc3ccc(Cl)cc3C)cc2)no1,5,2
CCN(CC)CCN(Cc1cc2cc(C)ccc2[nH]c1=O)C(=S)NCc1ccco1,22,2
COc1ccc(C(=O)OCC(=O)N2C(C)CCCC2C)cc1[N+](=O)[O-] (configuration not stated),-6,0
COc1cc2c(cc1N)-c1ccc(N)cc1C2,-42,-13
O=C(O)c1c(Cl)nc2ccccn12,-11,-7
COc1ccc(N/C(=N/c2nc(C)cc(C)n2)NC(=O)c2ccccc2)cc1,-2,-15
Cc1cc(Br)cnc1NC(=S)Nc1ccc(F)cc1F,-1,18
CCC(OC(=O)c1nsc(Cl)c1Cl)C(=O)NCc1ccco1 (configuration not stated),16,-12
COc1cccc(OCC(=O)NNC(=O)Cc2cccs2)c1,-12,-5
COc1ccc(-c2nn(-c3ccccc3C)cc2CNC(C)Cn2cncn2)cc1F (configuration not stated),1,-3
CCCCn1c(NS(=O)(=O)c2ccccc2)c(S(=O)(=O)c2ccc(C)cc2)c2nc3ccccc3nc21,5,-3
Cc1ccsc1/C=N/NC(=O)CN1CCN(Cc2ccccc2)CC1,-17,0
O=C(CN1CCSC1=NCc1ccccc1)c1ccccc1,39,-3
COc1ccc2c(c1)cc1n2CCN=C1NCCO,3,-51
CC(C)c1nc(Cl)c(C#N)c2c1COC(C)(C)C2,4,4
CC1CC(C)CN(CC(O)COc2ccc3c(c2)CCC3)C1 (configuration not stated),24,-2
COc1cccc(-c2nn(C)c3sc(C(=O)NCc4ccc(C)cc4)cc23)c1,6,0
COc1cc(OC)cc(C(=O)NCCN2C(=O)S/C(=C\c3cccs3)C2=O)c1,0,2
CCCS(=O)(=O)N1CCN(C(=O)c2ccccc2F)CC1,7,1
NC(=O)c1cnn2c1NC(c1ccc(F)cc1)CC2C(F)(F)F (configuration not stated),2,0
CCOC(=O)c1cccc(NC(=O)c2ccccc2C)c1,-26,4
COCCNC(=O)COC(=O)c1nsc(Cl)c1Cl,13,-6
CC(C)(C)c1ccc(S(=O)(=O)Nc2cccc(C3OCCCO3)c2)cc1,-5,3
Cc1cc(-c2ccccc2)c2c3c(cn2n1)c(=O)n(C)c(=O)n3C,5,-4
CCCCNC(=O)CSc1nc2ccccc2c(=O)n1Cc1ccc2c(c1)OCO2,5,-3
CCOC12CC(C)(C)CC(C)(CC3=C1C(=O)CC(C)(C)C3)C2 (configuration not stated),35,-38
O=c1[nH][nH]c(-c2ccccc2O)c1C(C[N+](=O)[O-])c1cccc(Cl)c1 (configuration not stated),11,-1
CCCc1nnc(SCC(=O)N2CCCCC2C)n1CCCOC (configuration not stated),-17,4
COc1ccc(C(=O)NCc2ccc(S(N)(=O)=O)cc2)cc1[N+](=O)[O-],44,0
O=C(c1ccc(Cl)cc1)c1cn[nH]c1-c1ccccc1O,-10,3
OC1(C#CCN2CCCC2)c2ccccc2-c2ccccc21,2,0
c1ccc(-c2nccnc2-c2ccccc2)cc1,-17,2
O=C(/C=C/c1ccco1)Oc1cccc2cccnc12,-11,31
CC(C)Oc1ccc(CNCC2(O)CCOC(C)(C)C2)cc1 (configuration not stated),3,3
O=C(CC(Nc1ccccc1Cl)C(=O)OCC(=O)c1cccs1)c1ccccc1 (configuration not stated),-20,-14
CCOC(=O)N1CCN(Cc2nc3cc(NC(=O)CC(C)C)ccc3n2CC)CC1,-5,-13
Cc1cccc(C)c1NC(=S)NC1CCCCC1,5,6
CCC1(C)Cc2ccccc2-c2nc3n(c(=O)c21)CCS3 (configuration not stated),-14,-4
CN(C)c1ccc(C(=O)OCc2cc(=O)n3ccsc3n2)cc1,5,4
Cc1ccccc1NC(=O)CCN1CCN(C/C=C/c2ccccc2)CC1,10,-5
CC(Sc1nncn1C)C(=O)Nc1cc(C(F)(F)F)ccc1N1CCOCC1 (configuration not stated),15,-7
Cc1ccc(O)c(NC(=O)/C=C/C(=O)O)c1,38,-2
CCNC(=S)NNC(=O)c1nn(C)c(C)c1Cl,-15,2
CSc1ccc(/C=N/NC(=O)CN2CCN(Cc3ccc(Cl)cc3)CC2)cc1,17,6
COc1ccc2oc(=Nc3ccc(C(=O)O)cc3)c(C(=O)NCc3ccco3)cc2c1,0,-1
O=C(/C=C/c1ccco1)N1CCN(c2ccc(F)cc2)CC1,-16,-5
CN1CCN(C(=S)c2ccc(-c3cccc([N+](=O)[O-])c3)o2)CC1,-154,10
CC(C)(C)c1ccc(/C=C2\Oc3cc(OC(=O)N4CCOCC4)ccc3C2=O)cc1,6,3
COc1cc(/C=C2\CC/C(=C\c3cc(OC)c(O)c(OC)c3)C2=O)cc(OC)c1O,88*,7
NNC1=N[C@H]2CS(=O)(=O)C[C@H]2S1,-6,22
Cc1ccc(NS(=O)(=O)c2c(F)cc(F)c(Cl)c2F)cc1S(=O)(=O)N1CCOCC1,19,-9
O=c1c2ccccc2n2c(-c3cccc(Cl)c3)nnc2n1Cc1ccccc1,17,-11
O=C(Nc1ccccc1C(=O)OCc1nnc(-c2ccccc2)o1)c1ccco1,-2,-4
Cc1cc(Cl)c(OCCCN2CCCCC2)c(Br)c1,9,-4
Cc1ccc(C(=O)N/C(=C\c2cccs2)c2nc3ccccc3[nH]2)cc1,47,-3
Cn1ncc(Cl)c1C(=O)N/N=C/c1cccc(OC2CSC2)c1,-6,-10
COc1ccc(NC(=O)COC(=O)c2ccc(OCc3ccc(Cl)cc3Cl)c(OC)c2)c(OC)c1,-1,-4

# Grouped by structure, the entries above with a cyano group (4)
SMILES,PAX8 reporter,ARNT TACC3 PPI
N#C/C(=C\C1=C(N2CCOCC2)C(=C/c2cccc([N+](=O)[O-])c2)/CC1)C(=O)Nc1ccccc1F,-6,-4
N#Cc1c(-c2ccccc2)[nH]c(=S)[nH]c1=O,-3,-2
Cc1cc(/C=C(/C#N)C(=O)O)c(C)n1CCC(C)C,-8,-6
CC(C)c1nc(Cl)c(C#N)c2c1COC(C)(C)C2,4,4

# (more compounds)
SMILES,PAX8 reporter,ARNT TACC3 PPI
O=C(O)c1c2c(nc3ccc(S(=O)(=O)N4CCC(C(=O)NC5CCCCCC5)CC4)cc13)CCCC2,-17,9
Fc1ccccc1-c1n[nH]c(=S)n1/N=C/c1c[nH]c2ccccc12,11,5
CC(NC(=O)c1ccc(CS(=O)(=O)c2cccc(C(F)(F)F)c2)o1)c1ccc2c(c1)OCCO2 (configuration not stated),-2,0
N#Cc1cncc(-c2ccc3c(c2)OCCOCCOCCOCCOCCO3)n1,23,0
O=C(CCCC(=O)N1CCN(c2ccc([N+](=O)[O-])cc2)CC1)c1ccccc1,12,-6
O=C(O)C1(Nc2ccc(Br)cc2)CCCC1,11,-3
COc1cccc(OC)c1C(=O)Nc1ccc(C)cc1C(=O)c1ccccc1,-5,-6
O=c1oc2c3c4c(cc2c(C(F)(F)F)c1CCN1CCOCC1)CCCN4CCC3,11,-20

# Single records (already shown). Values in the order: PAX8 reporter | ARNT TACC3 PPI
# `N#Cc1cncc(-c2ccc3c(c2)OCCOCCOCCOCCOCCO3)n1` across the screens: 23 | 0
# `Fc1ccccc1-c1n[nH]c(=S)n1/N=C/c1c[nH]c2ccccc12` across the screens: 11 | 5

# This is a subset. The share of hits here may be higher or lower than overall.
